ALDH1A1 inh: qHTS Assay for Inhibitors of Aldehyde Dehydrogenase 1 (ALDH1A1). Purified ALDH1A1, NADH fluorescence, propionaldehyde substrate. Potency, µM (titrated, usually from 75.3 µM), for inactives: at the highest dose activity, negative = inhibition, hits mostly inhibitors. Aldehyde dehydrogenase 1A1 (Homo sapiens), P00352. 220,000 tested, 7.3% active; active = well fitted inhibition curve with a large enough effect, not every such curve was filed as active; inconclusive = small, poorly fitted or top-dose-only effect, or another doubt; inactive = no such curve, though single readings can be large or run the other way;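 note: plate controls were no enzyme wells and a reference inhibitor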
Target sequence (P00352 whole entry, looked up): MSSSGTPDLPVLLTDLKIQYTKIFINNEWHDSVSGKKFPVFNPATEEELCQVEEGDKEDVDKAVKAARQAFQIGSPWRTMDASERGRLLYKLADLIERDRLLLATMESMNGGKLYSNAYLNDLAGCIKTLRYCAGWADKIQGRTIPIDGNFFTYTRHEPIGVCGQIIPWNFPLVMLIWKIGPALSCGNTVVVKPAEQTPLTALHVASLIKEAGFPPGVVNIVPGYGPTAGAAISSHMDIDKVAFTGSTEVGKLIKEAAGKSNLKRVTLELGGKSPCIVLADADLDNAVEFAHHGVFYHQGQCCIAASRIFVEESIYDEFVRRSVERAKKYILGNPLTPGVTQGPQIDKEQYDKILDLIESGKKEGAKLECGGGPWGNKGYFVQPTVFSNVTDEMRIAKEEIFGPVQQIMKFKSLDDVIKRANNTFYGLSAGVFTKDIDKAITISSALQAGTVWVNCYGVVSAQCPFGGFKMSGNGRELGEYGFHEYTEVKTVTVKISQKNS
* marks the source's active call; other numbers are inactive results; ? = inconclusive; [ ] = dose if it differs, or a comment. Potency is the fitted concentration of half-maximal effect. A portion of the library, so the mix of outcomes need not match the whole.

SMILES | ALDH1A1 inh
Nc1ccccc1CCCC(=O)O | 9%[13.5 µM]
Oc1ccc2ccccc2c1C=NCc1c(O)ccc2ccccc12 | -7%[13.5 µM]
Clc1ccc2c(NCCNc3ccnc4cc(Cl)ccc34)ccnc2c1 | 3%[13.5 µM]
OC[C@@H]1O[C@@H](n2cnc3c(SCc4ccccc4)ncnc32)[C@@H](O)[C@H]1O | -1%[13.5 µM]
Cc1ccc(S(=O)(=O)O[C@H]2CC(C(C)(C)C)CC[C@@H]2c2ccccc2)cc1 (some centres undefined) | 0%[13.5 µM]
CC(C)=NNc1ncnc2nc[nH]c12 | -3%[13.5 µM]
Nc1ncnc2c([C@@H]3O[C@@H](CO)[C@H](O)[C@@H]3O)nsc12 | -12%[13.5 µM]
COc1nc(N)nc2c1ncn2[C@@H]1C[C@H](O)[C@@H](CO)O1 | 8%[13.5 µM]
O=C1C2=C(Nc3cc([N+](=O)[O-])ccc3N2)O[C@@H]1c1c[nH]c2ccc(COc3ccccc3)cc12 | ?
NNC(=O)CCSc1ccccc1 | 2%[13.5 µM]
CN1CCc2[nH]nc(-c3n[nH]c4c3CN(C)CC4)c2C1 | -4%[13.5 µM]
O=C(O)C(=Cc1ccnc2ccccc12)C(=O)O | -2%[13.5 µM]
CNC[C@@H](SC)c1ccc(O)c(O)c1 | 9%[13.5 µM]
Br/C(=N\Nc1nn[nH]n1)c1ccncc1 | -11%[13.5 µM]
O=C(O)CCCCn1cnc2c(=S)nc[nH]c21 | -13%[13.5 µM]
O=S(=O)(O)c1cc(O)c2c(N=Cc3ccccc3O)cc(S(=O)(=O)O)cc2c1 | ?
Oc1ccc2ccccc2c1Cc1c(O)ccc2ccccc12 | 16%[13.5 µM]
O=C(NCCO)c1ccc(Cl)cc1 | -3%[13.5 µM]
[N-]=[N+]=N[C@@H]1[C@H](O)[C@H](CO)O[C@@H]1n1cnc2c(N)ncnc21 | 18%[13.5 µM]
Cc1sc2ccccc2[n+]1CCC(=O)O | 5%[13.5 µM]
COc1ccc(CSC2=C(C#N)C(=O)NC3(CCCCC3)S2)cc1 | -6%[13.5 µM]
CCCCN1CSC(=S)N(Cc2ccccc2)C1 | 3.5µM*
Nc1ncnc2c1ncn2[C@H]1O[C@@H](CO)[C@@H](O)[C@H]1N | 5%[13.5 µM]
CN(C)CCNCCN | 4%[13.5 µM]
N#CNC(N)=Nc1ccc(Cl)cc1 | ?
CC(=O)Nc1ccc2c(c1)/C(=C/c1ccc([N+](C)(C)C)cc1)c1ccccc1-2 | -2%[13.5 µM]
C[C@@H]1Oc2ccc(C(=O)C[C@@H](C(=O)O)c3ccc4c(c3)OCO4)cc2O1 | 0%[13.5 µM]
O=C(O)Cc1cccc2c(=O)cc(-c3ccccc3)oc12 | -5%[13.5 µM]
NCS(=O)(=O)O | 1%[13.5 µM]
O=C(O)/C(Cc1cn[nH]n1)=N\O | ?

Continued; the last 2 above are carried over.
SMILES | ALDH1A1 inh
NCS(=O)(=O)O | 1%[13.5 µM]
O=C(O)/C(Cc1cn[nH]n1)=N\O | ?
O=C(O)[C@@H]1CCCN1Cc1ccc2c(c1)OCO2 | -2%[13.5 µM]
CCN(CC)COC(=S)S | 2.8µM*
CC1(C)CCC(=O)N[C@H]1CC(=O)C[C@H]1NC(=O)CCC1(C)C | 4%[13.5 µM]
Cc1ccc(-[n+]2cc(=O)o[nH]2)cc1 | 0%[13.5 µM]
O=C(N/N=C\c1ccc2c(c1)CCC2)c1ccccc1O | 2%[13.5 µM]
COC(=O)[C@]1(C)CCC(c2ccc(C)cc2)=C(CC(=O)O)C1 | -5%[13.5 µM]
C[C@@H](CNC(N)=O)NC(N)=O | 4%[13.5 µM]
Nc1nc(SCC(=O)O)[nH]c(=O)c1N | -12%[13.5 µM]
CC(C)(C)c1ccc(-c2nnc(SCc3ccc(Cl)cc3)n2-c2cccc(C(F)(F)F)c2)cc1 | 12%[13.5 µM]
Cn1c(=O)c2[nH]c(CCCCc3nc4c([nH]3)c(=O)n(C)c(=S)n4C)nc2n(C)c1=S | 12%[13.5 µM]
C/C(=N\NC(N)=S)c1ccc[nH]1 | -10%[13.5 µM]
O=c1[nH]c(SCc2cccc([N+](=O)[O-])c2)nc2nc[nH]c12 | 3%[13.5 µM]
c1cc(CSSCc2ccncc2)ccn1 | 4µM*
c1ccc(CN2CCC3(CC2)SSC2(CCN(Cc4ccccc4)CC2)SS3)cc1 | -7%[13.5 µM]
Oc1ccc2ccccc2c1CN(Cc1c(O)ccc2ccccc12)C1CCCCC1 | ?
O=C(O)CC1(C(=O)O)CCCCC1 | 1%[13.5 µM]
C[N@@+]1(Cc2ccc(Cl)c(Cl)c2)CCC[C@@H]1c1ccc[n+](Cc2ccc(Cl)c(Cl)c2)c1 | 11%[13.5 µM]
C[N+](C)(C)c1ccc([C@H](N)C(=O)O)cc1 | -1%[13.5 µM]
CCO[P@]1(=O)OC[C@@H]2O[C@H](n3cnc4c(N)ncnc43)[C@H](O)[C@@H]2O1 | 5%[13.5 µM]
CC(=O)[C@H](C(c1ccccc1)N1CCOCC1)N1CCOCC1 (some centres undefined) | -4%[13.5 µM]
O=S(=O)(c1ccccc1)N1CCN(S(=O)(=O)c2ccccc2)c2ccccc21 | 5%[13.5 µM]
c1ccc(CCNCc2ccco2)nc1 | -4%[13.5 µM]
CO[C@@H]1/C=C\O[C@]2(C)Oc3c(C)c(O)c4c(O)c(cc(O)c4c3C2=O)NC(=O)/C(C)=C\C=C/[C@H](C)[C@@H](O)[C@H](C)[C@H](O)C(C)[C@H](OC(C)=O)[C@@H]1C (some centres undefined) | -6%[13.5 µM]
C[C@](O)(c1ccccc1)c1nccc2ccccc12 | 9%[13.5 µM]
O=C(CN1C(=O)c2ccccc2C1=O)[C@@H](O)CN1C(=O)c2ccccc2C1=O | ?
CC(=O)[C@]1(O)CC[C@@H]2[C@H]3C[C@@H](C)C4=CC(=O)CC[C@@]4(C)C3[C@@H](O)C[C@]21C (some centres undefined) | ?
Oc1ccc2ccccc2c1/C=C\c1ccc2c(Br)cc(Br)c(O)c2n1 | 21%[13.5 µM]
Cc1ccc(N=Nc2c(O)ccc3cc(S(=O)(=O)O)ccc23)cc1 | 8%[13.5 µM]
CC(C)(N)CO[C@H]1C[C@H]2CC[C@@]1(C)C2(C)C | 4%[13.5 µM]
CCOC(=O)C(C)(C)[C@H](O)C(C)C | 0%[13.5 µM]
CC1(C)OC[C@@H]2O[C@H](n3cnc4c(N)nc(Cl)nc43)[C@@H](OS(C)(=O)=O)[C@@H]2O1 | -9%[13.5 µM]
O[C@H](CNc1ccccn1)c1ccccc1 | -6%[13.5 µM]
Nc1c(OCC(=O)O)ccc2cc(S(=O)(=O)O)ccc12 | -1%[13.5 µM]
O=C1[C@@H]2[C@@H](C(=O)N1c1ccc(OCc3ccccc3)cc1)[C@@H]1c3ccccc3[C@@H]2[n+]2ccccc21 | -10%[13.5 µM]
Nc1nc(Sc2ccc([N+](=O)[O-])c3nonc23)c2[nH]cnc2n1 | 2µM*
CC(CCc1nc2ccccc2s1)(c1ccc(O)cc1)c1ccc(O)cc1 | 6%[13.5 µM]
COc1ccc2c(c1)N(CC[C@H]1CCCCN1C)c1ccccc1S2 | 10%[13.5 µM]
Nc1ccc(N(S(=O)(=O)c2ccccc2)S(=O)(=O)c2ccccc2)c(Cl)c1 | -12%[13.5 µM]
NC(=O)SCC(=O)Nc1ccc2ncccc2c1 | ?
COc1ccc2nccc(SCC(=O)O)c2c1 | 5%[13.5 µM]
O=C(O)c1ccc(CNCc2ccccc2)cc1 | 6%[13.5 µM]
C[C@H](CCC(=O)O)[C@H]1CC[C@@H]2[C@@H]3CC[C@H]4C[C@@H](O)CC[C@@]4(C)[C@@H]3C[C@H](O)[C@@]21C | 0%[13.5 µM]
O=C(c1cc(Br)ccc1O)c1cc(Br)ccc1O | -2%[13.5 µM]
N=C(N)SCc1cccc(-c2nc3ccccc3c(=O)o2)c1 | -8%[13.5 µM]
CCOC(=S)SCC(=O)O | ?
O=S(=O)(O)c1cc(N=Nc2cccc3ccccc23)c(O)c2ncccc12 | -7%[13.5 µM]
CN1CC[C@H](CN2c3ccccc3Sc3ccccc32)C1 | 6%[13.5 µM]
Nc1nc(-c2cccc([N+](=O)[O-])c2)cc(-c2cc(-c3cccc([N+](=O)[O-])c3)nc(N)n2)n1 | 6%[13.5 µM]
CC(C)(C)C(=O)[C@H](C(c1ccccc1)N1CCOCC1)N1CCOCC1 (some centres undefined) | 3%[13.5 µM]
Nc1ncnc2c1ncn2[C@H]1O[C@@H](C(=O)O)[C@@H](O)[C@H]1O | 7%[13.5 µM]
c1ccc([P+](CC[P+](c2ccccc2)(c2ccccc2)c2ccccc2)(c2ccccc2)c2ccccc2)cc1 | 2%[13.5 µM]
NC(=O)[C@@H]1CCCNC1 | 5%[13.5 µM]
S=c1[nH]nc(SCc2ccccc2Cl)c2[nH]cnc12 | 0.032µM*
N[C@@H](Cc1nn[nH]n1)C(=O)O | 6%[13.5 µM]
CC[N+](C)(CC)CCN1C(=O)c2ccccc2S1(=O)=O | 26%[13.5 µM]
CN(C)CCC(=O)[C@@]1(O)CC[C@H]2[C@H]3CC=C4C[C@@H](O)CC[C@]4(C)[C@H]3CC[C@]21C | 0.32µM*
CCN(Cc1cc(Cl)cc(C)c1O)Cc1c(O)ccc2ccccc12 | -2%[13.5 µM]
O=C1C[C@H]2OCC=C3CN4CC[C@@]5(C(=O)O)[C@H](N1)C2[C@H]3C[C@H]45 (some centres undefined) | -5%[13.5 µM]
COC(=O)CC[C@@H](C)[C@@H]1CC[C@@H]2[C@@H]3CC[C@H]4C[C@@H](O)CC[C@@]4(C)[C@@H]3CC[C@]21C | 4%[13.5 µM]
O=C(C[C@@H]1C=Cc2ccccc2N1C(=O)c1ccccc1)c1ccccc1 | ?

Three structures already listed, arranged by heavy-atom count, falling:
SMILES | ALDH1A1 inh
O=C(C[C@@H]1C=Cc2ccccc2N1C(=O)c1ccccc1)c1ccccc1 | ?
N=C(N)SCc1cccc(-c2nc3ccccc3c(=O)o2)c1 | -8%[13.5 µM]
NC(=O)SCC(=O)Nc1ccc2ncccc2c1 | ?

Going on with the list.
SMILES | ALDH1A1 inh
CC(CCC(=O)O)(c1cc(Br)c(O)c(Br)c1)c1cc(Br)c(O)c(Br)c1 | 8%[13.5 µM]
COc1ccc(CC[N@+]2(C)COc3cc4oc(=O)cc(C)c4cc3C2)cc1OC | -2%[13.5 µM]
N=C(N)SCCc1ccncc1 | 18%[13.5 µM]
O=C(O)c1cccc2cccc(-c3cccc4cccc(C(=O)O)c34)c12 | 4%[13.5 µM]
Nc1ncnc2c1nc(-c1ccccc1)n2[C@H]1O[C@@H](CO)[C@@H](O)[C@H]1O | -10%[13.5 µM]
Cc1c(Cl)cc(C(C)(C)C)c(O)c1Cc1c(C)c(Cl)cc(C(C)(C)C)c1O | 3%[13.5 µM]
Clc1ccccc1C(Nc1ncccn1)Nc1ncccn1 | 8%[13.5 µM]
O=C(O)[C@@H](O)c1ccc(F)cc1 | 1%[13.5 µM]
NCC[C@H](N)C(=O)O | 9%[13.5 µM]
O=C(O)C(Cc1ccccc1)Cc1ccccc1 | 10%[13.5 µM]
O=C(O)NCC1CCCCC1 (tested in a mixture with another compound) | -8%[13.5 µM]
O=c1c2ccccc2sc2c(CO)ccc(NCCN3CCCCC3)c12 | 12%[13.5 µM]
O=C(CSC1=NCCN1)c1ccccc1 | -2%[13.5 µM]
NS(=O)(=O)c1cc2c(cc1Cl)N[C@H](Cc1ccccc1)NS2(=O)=O | ?
CS(=O)(=O)N(CC(=O)O)Cc1ccccc1 | -6%[13.5 µM]
O=[N+]([O-])c1ccc2ncccc2c1CCc1c([N+](=O)[O-])ccc2ncccc12 | 11%[13.5 µM]
CC(=O)[C@@H](C)CCO[C@@]1(C)OCC[C@@H]1C | 9%[13.5 µM]
Cc1cc(SCC(=O)c2ccccc2)nc2ccccc12 | -5%[13.5 µM]
N[C@@H](Cc1c[nH]c2ccc([N+](=O)[O-])cc12)C(=O)O | 7%[13.5 µM]
O=C(O)[C@@H]1CCCN1Cc1c[nH]c2ccccc12 | 3%[13.5 µM]
O=C(O)c1c(-c2c3ccc(=O)cc-3oc3cc(O)ccc23)cc2ccccc2c1-c1ccccc1 | 10%[13.5 µM]
N=C1[C@@H](O)[C@]2(I)c3ccccc3N3C(=N)[C@H](O)[C@@H]4c5ccccc5N1[C@@H]4[C@@H]32 | -4%[13.5 µM]
Cc1n[nH]c2ccccc2c1=O | -5%[13.5 µM]
Nc1nc(N)nc(CCCc2nc(N)nc(N)n2)n1 | 3%[13.5 µM]
N=C(N)CCNC(=O)[C@@H]1CCC(N)=N1 | 13%[13.5 µM]
Cc1cc2nc([C@H](C)C(=O)c3ccc(Cl)cc3)c(=O)[nH]c2cc1C | 3%[13.5 µM]

Another view of 4 compounds above:
Cc1cc2nc([C@H](C)C(=O)c3ccc(Cl)cc3)c(=O)[nH]c2cc1C
- ALDH1A1 inh = 3%[13.5 µM]
O=C(O)c1c(-c2c3ccc(=O)cc-3oc3cc(O)ccc23)cc2ccccc2c1-c1ccccc1
- ALDH1A1 inh = 10%[13.5 µM]
Cc1cc(SCC(=O)c2ccccc2)nc2ccccc12
- ALDH1A1 inh = -5%[13.5 µM]
O=C(O)NCC1CCCCC1 (tested in a mixture with another compound)
- ALDH1A1 inh = -8%[13.5 µM]
